Bioassay records (PubChem)
ZTA counter = ZTA (EBV) inhibition in EBNA-1 counter-screen; ZTA-DNA binding, fluorescence polarization; inhibition, % at 11 µM; P03206; hit rate 0.15% among 320,000; in the data active = inhibition above about 33%
Target sequence (P03206 whole entry, looked up): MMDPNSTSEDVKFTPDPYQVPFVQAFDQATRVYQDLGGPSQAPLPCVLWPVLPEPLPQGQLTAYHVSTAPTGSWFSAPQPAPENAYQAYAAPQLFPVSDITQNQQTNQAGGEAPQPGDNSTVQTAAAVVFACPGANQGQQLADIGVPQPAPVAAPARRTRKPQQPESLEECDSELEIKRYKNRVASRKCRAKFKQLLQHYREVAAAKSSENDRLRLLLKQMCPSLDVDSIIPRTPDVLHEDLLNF
EBNA-1 inhibitor = blocks EBNA-1 binding to DNA; EBNA-1 DNA binding, fluorescence polarization; inhibition, % at 14.8 µM; hit rate 0.34% among 300,000; in the data active = inhibition above about 28%
HCV core dimer = blocks dimerization of HCV core protein; inhibition, % at 5 µM; TR-FRET GST/Flag-core106 dimerization, 1536-well; hit rate 0.33% among 300,000; AID 1899;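 active = inhibition above the mean of all tested compounds plus 3 SD, set per screening campaign, cut at about 45% in these data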
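Material: GST/Flag-tagged HCV core106 proteins. Incubation: 4 h, 22.5 °C incubation. Read-out basis: inhibition (%) from 671 over 617 nm ratio. Measured by: TR-FRET, excitation 340 nm, emission 617 and 671 nm.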
PP1 inh = counter-screen for PP5 inhibitors: inhibitors of human PP1-alpha. purified PP1alpha, OMFP fluorescence. inhibition, % at 6.7 µM. hit rate 0.9% among 320,000. AID 2235;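 active = inhibition above the mean inhibition of all tested compounds plus 3 SD, computed separately for each screening campaign, cut at about 15% in these data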
Fh CTSL1 inh = blocks F. hepatica cathepsin L1 in PFM18AAP counter-screen | recombinant F. hepatica cathepsin L1, Z-Leu-Arg-MCA fluorescence | inhibition, % at 5.96 µM | hit rate 0.49% among 300,000 | AID 1906;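 active = inhibition above the mean of all tested compounds plus 3 SD, set per screening campaign, cut at about 17% in these data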;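 note: 0% = plate median of test compound wells and 100% = 1 µM Z-Phe-Ala-diazomethylketone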
TPT1 inhibitor = blocks Candida albicans tRNA 2'-phosphotransferase; recombinant caTPT1, FP RNA substrate dephosphorylation; inhibition, % at 5 µM; hit rate 0.81% among 300,000; AID 1962;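 active = inhibition above the mean of all tested compounds plus 3 SD, set per screening campaign, cut at about 24% in these data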;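 note: plate controls were DMSO alone for no effect and ferristatin control at 100 nM for full effect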
PP5 inh = blocks human protein phosphatase 5 activity. P53041. purified PP5c, OMFP substrate fluorescence. inhibition, % at 6.7 µM. hit rate 0.18% among 320,000. AID 1987;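 active = inhibition above the campaign's mean inhibition across all tested compounds plus 3 SD, cut at about 9.5% in these data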;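 note: 0% = DMSO only and 100% = 100 µM cantharidin control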
Target sequence (P53041 whole entry, looked up): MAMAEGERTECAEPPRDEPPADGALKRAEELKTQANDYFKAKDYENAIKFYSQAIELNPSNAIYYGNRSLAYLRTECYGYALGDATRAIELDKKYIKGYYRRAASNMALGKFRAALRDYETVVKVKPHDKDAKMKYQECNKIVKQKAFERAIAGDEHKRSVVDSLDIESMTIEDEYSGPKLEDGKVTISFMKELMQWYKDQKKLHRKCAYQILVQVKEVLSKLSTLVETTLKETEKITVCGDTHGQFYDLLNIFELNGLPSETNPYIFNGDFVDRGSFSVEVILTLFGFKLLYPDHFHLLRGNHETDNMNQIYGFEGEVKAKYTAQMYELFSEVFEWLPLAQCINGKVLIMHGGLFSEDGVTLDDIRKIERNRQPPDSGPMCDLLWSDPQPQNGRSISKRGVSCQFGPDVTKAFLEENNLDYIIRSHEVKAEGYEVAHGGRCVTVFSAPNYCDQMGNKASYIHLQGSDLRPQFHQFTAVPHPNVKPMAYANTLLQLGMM
Yeast superoxide = caloric restriction mimetics inhibiting age-related superoxide in yeast; S. cerevisiae aged cells, superoxide DHE fluorescence; hits give low values; superoxide response (% of plate mean), % at 10 µM; hit rate 0.18% among 330,000; AID 2690;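 active = superoxide response under a set limit, about three screen SD below normal, cut at about 65% in these data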;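 note: yeast aged for seven days with compound at 30 °C before DHE staining; 100% = average MFI of all compound-treated wells on the plate with controls excluded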
JMJD2C inh = human JMJD2C demethylase inhibition. hit rate 0.069% among 330,000. AID 2099. Q9H3R0. inhibition, % at 2.35 µM. GST-JMJD2C(1-420) H3K9me3 demethylation, DELFIA europium;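 active = more than half of a compound's replicate wells show inhibition beyond 50%, single wells judged on their own value; inconclusive = some, but no more than half, of replicates pass 50% inhibition; inactive = no replicate passes 50% inhibition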;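 note: signal counts dimethyl H3K9 product captured on neutravidin plate; 0% = median of DMSO wells and 100% = 0.3 times that DMSO median; strong numbers were not always called active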
* marks the source's active call; other numbers are inactive results; ? = inconclusive; . = no result given.

SMILES | ZTA counter | EBNA-1 inhibitor | HCV core dimer | PP1 inh | Fh CTSL1 inh | TPT1 inhibitor | PP5 inh | Yeast superoxide | JMJD2C inh
C/C(=N/NC(=O)c1ccc(C)s1)c1cccc(NC(=O)COc2ccc(Cl)cc2Cl)c1 | -13 | -2 | 1 | -1 | 3 | -3 | 1.4 | 83 | -3
CC(=O)N1CCc2cc(S(=O)(=O)N3CCc4ccccc4C3)ccc21 | 11 | 2 | 6 | -2 | 1 | -3 | 0.1 | 91 | -6
CCC(c1nnnn1Cc1ccc(OC)cc1)N1CCN(c2ccc(OC)cc2)CC1 (configuration not stated) | 5 | -14 | -2 | 3 | -1 | -4 | 3.2 | 101 | -6
N#Cc1c(-c2ccccc2)nc(SCC(=O)N(c2ccccc2)c2ccccc2)[nH]c1=O | 10 | 11 | 19 | 9 | 1 | 34* | 3.2 | 100 | -1
CCCCCc1c(C)nc(Nc2ccccc2)[nH]c1=O | -2 | 4 | -4 | 3 | -1 | 0 | 4.5 | 100 | 26
COc1ccccc1N1CN(CCc2ccccc2)CNC1=S | 5 | -4 | 0 | -1 | 0 | -5 | 1.6 | 94 | -3
O=S(=O)(Nc1ccc(N2CCCCC2)cc1)c1ccc(F)cc1 | -1 | 18 | -2 | -2 | 0 | -1 | 0.7 | 84 | 1
CCN(c1ccccc1)S(=O)(=O)c1ccc(OC)c(NC(=O)CNCCc2ccccc2)c1 | -4 | -1 | 5 | 4 | -4 | -2 | 4.8 | 107 | 2
N/C(=N/S(=O)(=O)c1ccccc1)c1cccc([N+](=O)[O-])c1 | 6 | -13 | 1 | -2 | -3 | 6 | 0.8 | 114 | -8
O=c1c2oc3ccccc3c2ncn1Cc1ccccc1Cl | 2 | 5 | 6 | 0 | 2 | -7 | 0.5 | 95 | -21
O=C(CSc1nccn1-c1ccccc1)NCc1ccc2c(c1)OCO2 | -1 | -1 | 1 | -2 | -1 | -4 | -1.4 | 98 | -6
CC1(C)CC(N(Cc2ccccc2)C(=O)Cc2ccccc2)CCO1 (configuration not stated) | -9 | -12 | -3 | -5 | 0 | 3 | 0.5 | 96 | 1
CCN(Cc1ccncc1)C(=O)CCc1ccccc1 | 1 | 6 | -2 | -3 | -1 | 2 | -1.9 | 102 | 7
COc1ccccc1N1CCN(C(=O)c2ccc3c(=O)n(Cc4ccc5c(c4)OCO5)c(=O)[nH]c3c2)CC1 | -6 | -7 | 14 | 2 | 10 | -1 | 2.2 | 95 | 7
Cc1c(C(=O)NCc2ccccn2)oc2ccccc12 | 4 | -9 | -3 | -2 | -3 | -2 | 1.6 | 109 | -1
CC(C)(C)N1OC2CC1c1nc3ccccc3n1C2 (configuration not stated) | 7 | 2 | 4 | -2 | 4 | -5 | 2.9 | 93 | ?
CCN1CCN(c2nc(C)c3c(n2)CCCC3=O)CC1 | -14 | 2 | -5 | 1 | 1 | 0 | -0.7 | 111 | 2
O=C(CCCN1C(=O)c2cccc3cccc(c23)C1=O)NCc1cccs1 | 13 | 18 | 0 | -3 | -2 | 0 | -0.6 | 98 | 22
Cc1ccsc1/C=N/NC(=O)CN1CCN(S(=O)(=O)c2ccc(Br)cc2)CC1 | -19 | 3 | -6 | 1 | -3 | -4 | 2.5 | 105 | 39
COc1ccc2[nH]c(O)c(N=NC(=O)c3ccc(NS(=O)(=O)c4cccs4)cc3)c2c1 | 3 | . | . | 17* | . | . | 0.5 | 129 | -4
CCCCOC(=O)C1Cc2ccccc2C(=O)O1 (configuration not stated) | 8 | 6 | -1 | -5 | -1 | -4 | -1.2 | 106 | 0
COc1ccc(Br)cc1/C=N/n1c(-c2ccccc2)n[nH]c1=S | -4 | -1 | 0 | 1 | -1 | -2 | -0.4 | 115 | 17
CCOC(=O)Cc1c(C)nc2cc(-c3ccc(C)cc3)[nH]n2c1=O | 3 | 6 | 6 | 3 | -2 | -3 | -1.7 | 105 | 15
CC(=O)N/C(=C\c1ccccc1)C(=O)OCc1cc(C)ccc1C | -2 | -8 | -1 | -2 | -3 | 2 | 0.0 | 106 | 9
COc1ccc(/C=N/NC(=O)c2ccc(CSc3nc(C)cc(C)n3)cc2)c(OC)c1OC | 1 | -6 | 3 | -1 | 0 | -3 | -0.7 | 88 | -7
COC(=O)C1=C[C@@H](C(=O)OC)[C@@H]2C3=C(C(=O)C2(C)C)[C@H](C)n2c(=O)n(-c4ccccc4)c(=O)n2[C@@H]3C1 | -5 | 6 | 7 | 4 | -3 | 1 | 2.5 | 110 | -9
CCOc1ncccc1C(=O)N(CC)CC(=O)NCc1ccc(F)cc1 | -2 | -15 | -1 | -4 | 3 | 2 | -0.8 | 97 | 12
c1ccc2c(-c3cn4ccccc4n3)c[nH]c2c1 | 2 | -5 | -5 | 1 | -3 | 5 | -1.9 | 95 | -19
COc1ccc(C2(C)NC(=O)N(CC(=O)NCc3ccccc3)C2=O)cc1OC (configuration not stated) | 3 | -1 | -3 | -2 | 0 | 0 | 1.2 | 101 | -4
C/C(=C\C(=O)c1ccc(Br)cc1)Nc1cccc(Cl)c1 | 4 | 6 | 1 | -5 | 0 | -3 | -1.5 | 102 | -3
O=C(NCc1cn2ccsc2n1)c1c(F)cccc1Cl | 1 | -2 | 1 | 1 | 9 | 5 | -0.8 | 103 | 3
Cc1cccc(Oc2ccccc2NC(=O)C2=COCCO2)c1 | 17 | . | . | 0 | . | . | 0.0 | 78 | 9
CC1CCCN(S(=O)(=O)CCNC(=O)c2ccc3c(c2)OCO3)C1 (configuration not stated) | 8 | 5 | 4 | -4 | 0 | 1 | 0.0 | 109 | -4
CCCC(c1nnnn1Cc1ccco1)N1CCC(C(N)=O)CC1 (configuration not stated) | -10 | -1 | -3 | -1 | 1 | -5 | -1.8 | 87 | 1
COc1ccc(NC(=O)Cn2nnc(C(=O)NCc3cccs3)c2N)cc1 | 6 | 7 | -2 | -2 | 1 | 0 | 0.6 | 111 | 14
CC(=O)Oc1ccc2c3c(c(=O)oc2c1)CCCC3 | -16 | -4 | 3 | -2 | -4 | -1 | 1.3 | 90 | 5
Cc1cc2c(cc1C)NC(c1cccnc1)C1=C(CC(C)(C)CC1=O)N2 (configuration not stated) | 4 | -11 | -5 | 1 | 2 | -1 | 0.7 | 98 | 0
CC(C)N(C(=O)CSc1nnnn1-c1ccc2c(c1)OCO2)C(C)C | -6 | -18 | -2 | 0 | -3 | -7 | 1.9 | 111 | -12
COCCNC(=O)/C(C#N)=C/C(C)=C/c1ccccc1 | 2 | 1 | -8 | 2 | -2 | -5 | 3.6 | 73 | 4
Cc1cc(Sc2nnc(N)s2)c2ccccc2n1 | 10 | -10 | 3 | -1 | -3 | -1 | -0.4 | 96 | -8
O=C(Nc1ccccc1N1CCCCC1)c1ccc(-c2ccc(Cl)cc2)o1 | 23 | -13 | 8 | 1 | -1 | 4 | 1.9 | 111 | 22
CCCOc1ccc(Cl)cc1Nc1nc(NCCO)nc(N2CCCC2)n1 | 12 | 4 | -10 | 3 | 4 | -2 | 2.6 | 107 | 5
CC(C)C(NC(=O)c1ccccc1F)C(=O)NCCc1ccccn1 (configuration not stated) | 6 | 0 | 2 | 5 | -2 | -2 | -2.1 | 107 | 1
COc1ccc(OC)c(S(=O)(=O)Nc2ccc(C(N)=O)cc2)c1 | 8 | -4 | -5 | -2 | 2 | -1 | 0.7 | 95 | -1
Cc1cc(=S)[nH]c2c(C)cccc12 | 5 | -2 | -1 | -3 | 1 | 1 | -0.4 | 81 | 5
COc1ccccc1N(C(=O)c1snc(C(N)=O)c1N)C(C(=O)NC1CCCCC1)c1cccc(OC)c1OC (configuration not stated) | -8 | -4 | 10 | 0 | 5 | 2 | -0.8 | 134 | 6
COc1ccc(/C=N/NC(=O)c2ccc(N(C)S(=O)(=O)c3ccccc3)cc2)cc1OC | 11 | 5 | -1 | -2 | 9 | -3 | 2.7 | 89 | 0
COc1ccc(NC(=O)C(NC(=O)CNC(C)=O)c2ccc(C)cc2)cc1 (configuration not stated) | -16 | -1 | -2 | 4 | -3 | -4 | 0.2 | 109 | 7
CCOC(=O)C1CCN(C(=O)Cn2nc(C)n3cccc3c2=O)CC1 | -12 | 4 | -16 | 5 | 3 | -4 | -1.3 | 99 | 7
COc1ccc(C(=O)NCCC(=O)NCc2cc(=O)n(C)c(=O)n2C)cc1 | -5 | 9 | -17 | -1 | 0 | -6 | 0.9 | 102 | 3
O=C(CCCCC(=O)Nc1ccccc1)Nc1ccccc1 | -3 | -5 | 3 | 0 | 5 | -1 | 0.8 | 96 | 4
CC1(C)CC(=O)C=C(c2cccc(CO)c2)C1 | 1 | . | . | -1 | . | . | -0.6 | 105 | 19
CCOC(=O)Cn1c2ccccc2n2nc(CCC(=O)O)c(=O)nc12 | 4 | 5 | -5 | 0 | -1 | -2 | 1.4 | 80 | -18
CCOC(=O)[C@@H]1[C@H]2COc3cc(OC)ccc3[C@@H]2N2C(=O)N(c3cccc(F)c3)C(=O)[C@]12C | 1 | 17 | -1 | -6 | 0 | -2 | 4.5 | 102 | 3
O=C(c1ccco1)N1CCCN(Cc2nc(Cc3ccccc3)no2)CC1 | -16 | -4 | 0 | -2 | 8 | -4 | 1.0 | 105 | -2
O=C(N/N=C/c1ccc2c(c1)OCO2)c1ccc(COc2cccc3cccnc23)cc1 | -7 | 10 | 2 | 5 | 3 | -2 | 3.0 | 86 | -23
O=C(c1ccc2nc3ccc(Cl)cc3c(=O)n2c1)N1CCOCC1 | -8 | 11 | -2 | -2 | -1 | -1 | 0.4 | 112 | -1
Cc1cc(C)cc(N(CC(=O)Nc2ccc(-c3nc4ccc(C)cc4s3)cc2)S(C)(=O)=O)c1 | 2 | 6 | -35 | 5 | 4 | 2 | 6.7 | 117 | -5
CCN(C(=O)CSc1nnc(-c2cccs2)n1CC)C1CCS(=O)(=O)C1 (configuration not stated) | -22 | -3 | -1 | -7 | -1 | 1 | -2.0 | 89 | 7
O=C(NCCCCc1ccccc1)c1ccccc1F | 10 | -1 | 2 | -1 | -5 | 1 | 12* | 99 | 11
(list continues)
SMILES | ZTA counter | EBNA-1 inhibitor | HCV core dimer | PP1 inh | Fh CTSL1 inh | TPT1 inhibitor | PP5 inh | Yeast superoxide | JMJD2C inh
O=C(Nc1ccc(S(=O)(=O)N2CCOCC2)cc1)c1ccc(Cl)s1 | 10 | 3 | -13 | 1 | 0 | 1 | 2.0 | 98 | -2
CCOC(=O)CN(C(=O)COc1ccc2c(C)cc(=O)oc2c1)c1ccc(OCC)cc1 | -1 | 3 | 9 | 3 | 2 | 0 | 2.7 | 93 | 0
Cc1ccc(C(=O)Nc2ccc(S(=O)(=O)NC3=NCCCCC3)cc2)cc1S(=O)(=O)N1CCOCC1 | 13 | . | . | -4 | . | . | 1.4 | 87 | 10
CCOc1ccc(N=C2NC(=O)/C(=C/C(=O)OC)S2)cc1 | 8 | 8 | 5 | 0 | 0 | -2 | 0.4 | 103 | 1
Cc1ccc(C)c(NC(=O)CN(C)C(=O)c2cccc(S(=O)(=O)N3CCN(Cc4ccccc4)CC3)c2)c1 | -2 | -3 | 3 | -3 | -1 | -7 | 3.4 | 93 | -1
